Source: PubChem BioAssay (several laboratories)
Mcl1 Bid PPI: Mcl-1/Bid interaction inhibition; Q07820; TR-FRET Mcl-1/Bid-Dy647 peptide binding, 1536-well; inhibition, % at 21.7 µM; 0.97% of 220,000 active; AID 1021;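 active means compounds that cut the binding signal by more than half at the single screening dose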;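 further: His-tagged Mcl-1 with europium anti-His antibody binding Bid BH3 peptide; 0% = Mcl-1 plus peptide wells and 100% = peptide-only wells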
Bcl-W Bim block: human Bim-Bcl-W interaction inhibition. inhibition, % at 10 µM. Q92843. bead-based flow cytometry, Bim peptide-Bcl-W binding. 0.02% of 190,000 active;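 further: 0% = bound tracer without compound and 100% = peptide blocker; higher means less fluorescent Bim peptide bound to Bcl-W beads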
Target sequence (Q92843 whole entry, looked up): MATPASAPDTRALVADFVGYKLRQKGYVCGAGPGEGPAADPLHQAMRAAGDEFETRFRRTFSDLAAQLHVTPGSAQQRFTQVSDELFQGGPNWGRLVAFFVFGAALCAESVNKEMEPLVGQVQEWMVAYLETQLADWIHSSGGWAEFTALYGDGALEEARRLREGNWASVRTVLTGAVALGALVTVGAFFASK
Bcl-B Bim block: disrupts Bim peptide binding to human Bcl-B; bead-based flow cytometry; inhibition, % at 10 µM; 0.073% of 190,000 active; AID 951;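 further: 0% = tracer peptide without compound and 100% = reference inhibitor peptide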
Target sequence (Q9HD36 whole entry, looked up): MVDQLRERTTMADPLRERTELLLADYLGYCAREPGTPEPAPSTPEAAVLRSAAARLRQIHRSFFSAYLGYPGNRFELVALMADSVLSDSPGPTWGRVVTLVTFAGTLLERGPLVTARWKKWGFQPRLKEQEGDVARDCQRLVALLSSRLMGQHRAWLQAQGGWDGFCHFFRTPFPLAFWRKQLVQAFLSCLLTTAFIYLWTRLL
RGS7-Gao: human RGS7-Galphao interaction regulation; 0.35% of 220,000 active; Multiplexed bead flow cytometry, RGS7-Galphao binding; actives lie on both sides; binding response (% of control), % at 10 µM; AID 1439; in the data active means binding response below about 49% or above about 150%; inconclusive means no clear call, values can overlap the other calls; inactive means in between;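 further: fluorescent Galphao held in activated GDP-AlF4 state binding bead-coupled RGS7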
Target sequence (P09471 whole entry, looked up): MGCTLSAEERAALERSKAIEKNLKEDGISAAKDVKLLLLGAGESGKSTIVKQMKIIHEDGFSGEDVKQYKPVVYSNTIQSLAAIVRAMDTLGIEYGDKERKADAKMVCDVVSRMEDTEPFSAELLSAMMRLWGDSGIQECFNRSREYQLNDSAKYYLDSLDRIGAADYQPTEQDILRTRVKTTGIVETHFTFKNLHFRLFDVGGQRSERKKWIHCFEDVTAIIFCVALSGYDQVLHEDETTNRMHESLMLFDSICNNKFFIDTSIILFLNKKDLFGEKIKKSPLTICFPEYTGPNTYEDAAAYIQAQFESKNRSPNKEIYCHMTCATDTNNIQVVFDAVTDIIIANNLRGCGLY
Bcl-2 Bim block: disrupts Bim peptide binding to human Bcl-2; inhibition, % at 10 µM; AID 950; Bead-based flow cytometry, Bim peptide-Bcl-2 binding; 0.06% of 190,000 active; P10415; in the data active means inhibition above about 40%; inconclusive means no clear call, values can overlap the other calls;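 further: 0% = no compound wells with probe peptide and 100% = reference peptide inhibitor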
RGS8-Gao: human RGS8-Galphao interaction regulation; multiplexed bead flow cytometry, RGS8-Galphao binding; actives lie on both sides; response (percent of control binding), % at 10 µM; 0.34% of 220,000 active; AID 1423; in the data active means response below about 60% or above about 140%; inactive means in between;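 further: Galphao activated as the GDP aluminium fluoride complex binding bead-coupled RGS8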
Bim-Mcl-1: human Bim-Mcl-1 interaction inhibition | inhibition, % at 10 µM | Bead-based flow cytometry, Bim peptide-Mcl-1 binding | AID 1009 | Q07820 | 0.1% of 190,000 active;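 further: 0% = no compound tracer wells and 100% = peptide blocker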
Bcl-XL Bim block: disrupts Bim peptide binding to human Bcl-XL; bead flow cytometry, fluorescence; inhibition, % at 10 µM; 0.04% of 190,000 active; AID 1007
Target sequence (Q07817 whole entry, looked up): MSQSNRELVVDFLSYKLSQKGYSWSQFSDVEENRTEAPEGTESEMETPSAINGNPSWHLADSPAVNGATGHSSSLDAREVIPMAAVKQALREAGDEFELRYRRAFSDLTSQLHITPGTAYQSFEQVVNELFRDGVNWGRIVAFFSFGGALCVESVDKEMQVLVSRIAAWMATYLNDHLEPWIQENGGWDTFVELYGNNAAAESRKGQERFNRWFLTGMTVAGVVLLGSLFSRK
RGS4-Gao reg: modulates binding of RGS4 to human Galphao; 0.33% of 220,000 active; Multiplexed bead flow cytometry; actives lie on both sides; binding response (% of control), % at 10 µM; in the data active means binding response below about 49% or above about 150%; inactive means in between;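 further: fluorescent Galphao activated with aluminum fluoride binding bead-coupled RGS4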
Bim-Bfl-1: human Bim-Bfl-1 interaction inhibition | Bead-based flow cytometry, Bim-Bfl-1 binding inhibition | Q16548 | inhibition, % at 10 µM | 0.12% of 190,000 active;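 further: 0% = wells without compound plus tracer and 100% = blocker peptide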
Mcl1 Noxa PPI: disrupts binding of human Mcl-1 to Noxa peptide; Q07820; TR-FRET Mcl-1/Noxa peptide binding, 2 h; inhibition, % at 21.7 µM; 1.5% of 220,000 active; AID 1022;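 active means compounds that cut the protein-peptide binding signal by more than 50% relative to plate controls in a single-dose test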;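 further: His-tagged Mcl-1 with rhodamine Noxa BH3 peptide and terbium anti-His antibody; 0% = Mcl-1 plus Noxa peptide wells and 100% = peptide-only wells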
* hit, by the source's call; ? = inconclusive; · = not tested or not shown. Unless noted, no stated cut-off is given here; in the data, active means inhibition above about 40%.

SMILES	Mcl1 Bid PPI	Bcl-W Bim block	Bcl-B Bim block	RGS7-Gao	Bcl-2 Bim block	RGS8-Gao	Bim-Mcl-1	Bcl-XL Bim block	RGS4-Gao reg	Bim-Bfl-1	Mcl1 Noxa PPI
Cc1cccc(C)c1NC(=O)C1=C(O)c2sccc2N(C)S1(=O)=O	6	0	0	97	0	99	5	0	95	-2	10
COc1ccc(CN2CCC(N(CCc3ccccc3)Cc3ccccc3)CC2)c(OC)c1	28	-7	-6	107	-7	104	-1	-3	100	-9	31
CN1CCN(CC(=O)N2c3ccccc3C(=O)Nc3cccnc32)CC1	14	-5	0	98	-1	88	-3	-3	93	-3	15
Cc1csc(NC(=O)C2CCCN(S(=O)(=O)c3ccc(Br)s3)C2)n1 (configuration not stated)	-9	1	-5	97	-3	99	1	-4	96	-11	20
COc1cccc(CNC(=O)c2nnn(CC(=O)Nc3ccc4c(c3)OCO4)c2N)c1	-19	-3	1	87	1	95	-4	-2	91	3	16
Cc1ccc(/C=C/S(=O)(=O)N2CCC(C(=O)O)CC2)cc1	5	0	-6	104	-9	107	0	-4	104	-13	-3
CC(C)n1c(O)c(N=Nc2ccc(Cl)nn2)c2ccccc21	-5	·	·	106	?	101	·	·	106	·	16
CCn1c(CNC(=O)c2cccs2)nnc1SCC(=O)NCCc1ccccc1	-13	0	0	102	-1	102	-3	0	103	1	10
Cc1ccc(S(=O)(=O)N(C)C)cc1NC(=O)c1cccnc1Oc1ccccc1	-16	·	·	?	·	103	·	·	103	·	-4
Cc1nc(C)c2c(c1C(F)(F)F)-c1ccccc1C2(F)F	-3	-3	-7	101	-6	102	-3	-6	104	-17	7
NNC(=O)[C@H](Cc1ccccc1)NC(=O)Nc1ccc2c(c1)OCCO2	-24	·	·	?	·	99	·	·	98	·	14
Cn1c(=O)oc2cc(S(=O)(=O)NCCC(=O)NC3CCCC3)ccc21	-27	-3	-10	101	-8	101	-5	-5	111	-6	20
Cc1ccc(/C=N\Nc2cn[nH]c(=O)c2Cl)cc1	-22	4	-6	106	-7	100	-2	0	106	-10	-1
Cc1cc(=O)[nH]c2c3ccccc3nn12	-11	0	-3	103	0	100	-2	-1	98	-3	0
COCCNC(=O)c1ccc2c(=O)n(Cc3ccco3)c(SCC(=O)NC3CCCC3)nc2c1	-17	-1	-11	105	-12	106	-2	-10	102	-17	-8
Cc1ccc2cccc(OC(=O)/C=C\c3ccccc3)c2n1	-19	1	-2	99	-3	100	0	-2	99	-3	2
CN(C)S(=O)(=O)Oc1ccsc1C(=O)Nc1ccc(Cl)c(Cl)c1	0	-1	-13	108	-13	107	-5	-10	108	-8	26
Cc1ccc(CN(C(=O)c2c(F)cccc2F)C2CC(C)(C)NC(C)(C)C2)o1	-69	2	-35	105	-16	99	-156	-7	98	-9	-1
CN1C(=O)c2ccccc2OC1(C)Cc1ccccc1 (configuration not stated)	-13	-2	-11	99	-20	98	-2	-6	98	-11	3
COCC(C)NC(=O)c1ccc(N(C)C)cc1 (configuration not stated)	-44	0	-7	108	-8	106	-3	-8	105	-18	12

The list goes on; the last two above are carried over.
SMILES	Mcl1 Bid PPI	Bcl-W Bim block	Bcl-B Bim block	RGS7-Gao	Bcl-2 Bim block	RGS8-Gao	Bim-Mcl-1	Bcl-XL Bim block	RGS4-Gao reg	Bim-Bfl-1	Mcl1 Noxa PPI
CN1C(=O)c2ccccc2OC1(C)Cc1ccccc1 (configuration not stated)	-13	-2	-11	99	-20	98	-2	-6	98	-11	3
COCC(C)NC(=O)c1ccc(N(C)C)cc1 (configuration not stated)	-44	0	-7	108	-8	106	-3	-8	105	-18	12
Cc1c(C(=O)NN2CCN(C)CC2)cccc1[N+](=O)[O-]	-8	0	2	100	0	100	1	0	103	-2	35
Cc1cc(C)n(C(=O)CCCCCC(=O)n2nc(C)cc2C)n1	-11	-1	-4	103	-5	101	-4	-6	102	-13	8
c1ccc(CSc2ncnc3c2cnn3Cc2ccccc2)cc1	2	-5	-9	102	-13	103	-8	-1	103	-10	18
COc1ccc(CSc2nnc(C)n2N)cc1	-6	5	-2	104	-2	102	0	-2	104	-1	-6
CC(=O)N1CCN(Cc2nc3scc(-c4ccccc4)c3c(=O)[nH]2)CC1	-22	3	-2	104	-1	102	2	0	101	-3	14
O=C1CCCC/C1=C\Nc1ccc(S(=O)(=O)Nc2cnc3ccccc3n2)cc1	-15	·	·	?	·	101	·	·	102	·	23
OCC1(Cc2ccccc2C(F)(F)F)CCN(Cc2ccncc2)CC1	1	·	·	?	·	100	·	·	97	·	13
C/C(CC(=O)Nc1ccc(N(C)C)cc1)=N\NC(=O)C(=O)NCc1ccccc1	-12	0	-6	101	0	102	1	-6	100	-2	5
O=C(CCSc1ccc(Cl)cc1)NC1CCCCC1	4	-2	0	100	-1	102	-2	-1	100	-2	-17
c1ccc2nc(-c3nccs3)ccc2c1	14	-6	-6	?	-6	101	-3	-3	97	-7	23
CCOc1ccccc1CSc1nc2ccccc2[nH]1	-14	-9	-11	100	-5	103	-11	-8	102	-12	14
CN1C(=O)SC(Nc2ccccc2C(=O)O)C1=O (configuration not stated)	-21	4	-3	97	-1	98	2	0	96	-8	2
Cc1ccc2oc(=O)n(CCCOc3ccccc3)c2c1	-28	2	-5	100	-6	100	0	-3	101	-12	10
Cc1scc(C(=O)NNC(=O)CCC(=O)O)c1C	-5	0	-3	112	0	108	0	-3	111	-2	11
Cc1[nH]c2ccccc2c1Cc1n[nH]c(=S)n1C	-20	2	-7	105	8	102	-1	-3	102	7	1
CC(C1CC1)N(Cc1ccccc1)C(=S)Nc1cccc(C(F)(F)F)c1 (configuration not stated)	-44	-3	-8	95	-7	87	-6	-8	96	-3	3
O=C(Cc1cccs1)NCCN1CCOCC1	-14	-1	-1	100	0	102	0	-3	101	0	17
COC(=O)c1ccccc1NC(=O)CSc1ncn[nH]1	-23	·	·	?	·	101	·	·	94	·	-6
O=C(COc1ccc2ccccc2c1)Nc1ccc(Cc2ccncc2)cc1	43	0	-3	99	-4	103	-1	0	101	-7	-16
CCCn1c(SCC(=O)NCc2ccccc2)nnc1-c1ccncc1	-22	-3	-6	97	-8	97	-2	-1	95	-10	·
CC(C)(C)c1ccccc1NC(=S)NC1CCCCC1	-29	0	0	97	-1	100	1	0	98	-2	6
Cc1nnc(SCC(=O)N(C)c2ccccc2)n1Cc1ccccc1	-17	-5	-6	87	-3	96	-2	-4	83	-5	-4
O=C(NCc1ccccc1)C(c1cccnc1)N(Cc1ccco1)C(=O)c1ccccn1 (configuration not stated)	-18	-2	-3	94	1	94	-2	-1	97	1	3
COc1cc(/C=N/Nc2nc3ccccc3[nH]2)ccc1O	-15	1	3	103	3	107	1	0	101	9	34
CCCC[C@@H]1CNC(=S)N1CCc1cccc(F)c1	-20	2	-12	98	-3	96	4	0	95	-2	8
CCN1C(=O)C2(SC(NC(C)=O)=NN2C(C)=O)c2cc(C)ccc21 (configuration not stated)	-8	-1	-3	96	-1	97	-1	-3	98	-7	-15
CCC(=O)N1c2ccc(S(=O)(=O)CCC(=O)Nc3nccs3)cc2CC1C (configuration not stated)	41	1	-3	100	-5	99	0	-3	98	-12	12
CC1CCN(C(=O)c2ccc(S(=O)(=O)N(C)C)cc2)C(C)C1 (configuration not stated)	-10	3	2	98	3	94	0	-1	96	0	11
CCOc1cc(NC(=O)C2CC2)c(OCC)cc1NC(=O)c1ccccn1	-49	0	0	109	-1	107	-1	-2	120	0	16
COC(=O)/C(=C\Nc1ccc(Oc2ccc(F)cc2F)nc1)NC(=O)c1ccccc1	-3	·	·	?	·	103	·	·	100	·	4
Cc1ccccc1-c1nc(CN2CCC(C(=O)NCc3ccco3)CC2)c(C)o1	-66	2	-7	102	-4	99	0	-4	101	-10	-8
N#Cc1ccc(-c2ccccc2)nc1SCC(=O)c1cccc(Cl)c1	-25	-2	-1	100	-4	96	0	-2	100	-3	-133
CCCn1nc(C(=O)NCCN2CCOCC2)c2ccccc2c1=O	-25	0	-9	104	-9	105	-2	-2	107	-17	-2
O=C(CN1c2ccccc2Sc2ccccc21)NNC(=S)Nc1ccc(Cl)cc1	-130	·	·	?	·	101	·	·	104	·	-101
O=C(CCc1ccc(S(=O)(=O)NCc2ccccc2)cc1)NCc1ccc2c(c1)OCO2	-7	0	-7	100	-2	98	-3	-5	101	-8	19
CC1(C)OC2C(O1)[C@@H](CO)O[C@H]2n1cnc2c(N)ncnc21 (some centres not stated)	-7	·	·	?	·	101	·	·	104	·	9
O=C(CSc1ccccn1)Nc1cccc(NC(=O)CSc2ccccn2)n1	-20	-2	-5	73	-5	77	-5	-11	65	-2	-10
O=C1S/C(=C\c2ccccn2)C(=O)N1Cc1ccccc1F	-10	-2	-6	100	-2	100	-5	-2	101	0	5
CCn1cc([N+](=O)[O-])c(C(=O)Nc2ccn(C34CC5CC(CC(C5)C3)C4)n2)n1	-20	0	-2	98	3	100	0	-1	99	0	6
S=c1[nH]nc(-c2cccnc2)n1/N=C/C=C/c1ccco1	-59	6	-23	108	3	102	4	-1	106	5	6
O=C(COC(=O)C1CC(=O)N(Cc2ccco2)C1)c1ccc(OC(=O)c2ccccc2)cc1 (configuration not stated)	-35	-1	0	97	15	97	-2	0	98	8	25
CSc1cccc(NC(=O)CN(C)S(=O)(=O)c2ccc(F)cc2)c1	1	-1	-15	101	-15	103	-2	-5	100	-16	-3
COc1ccc(-c2cc(C(=O)NCCN3CCOCC3)c3ccccc3n2)cc1	-2	-4	-3	99	-1	100	-2	-3	98	-2	-4
Cc1ccc(CN(C)CCc2ccccn2)cc1	20	0	-4	91	-3	93	-2	-1	89	-2	16
CCOc1ccc(N(CC(=O)OC)S(=O)(=O)c2ccc3c(c2)n(C)c(=O)c(=O)n3C)cc1	-15	0	2	98	0	96	0	0	96	0	-4
O=C1CN(C(=S)Nc2ccc(OC(F)F)cc2)CCN1	-28	-2	-6	99	0	96	0	-2	99	-1	-4
Nc1ncnc2c1ncn2CCN1CCOCC1	-20	-2	-10	98	-11	103	-5	-10	99	-22	-19
CCCCC(=O)NC(=S)Nc1ccccc1C(=O)Nc1ccccc1	-10	-3	-3	98	-3	99	1	-5	94	-17	-6
CC(C)NC(=O)NNc1c(Cl)cncc1Cl	-6	·	·	?	·	96	·	·	85	·	3
Cc1cc(C)c2c(N)c(C(=O)Nc3nccs3)sc2n1	-14	-8	-6	102	-12	101	-8	-13	100	-21	40

Carrying on:
SMILES	Mcl1 Bid PPI	Bcl-W Bim block	Bcl-B Bim block	RGS7-Gao	Bcl-2 Bim block	RGS8-Gao	Bim-Mcl-1	Bcl-XL Bim block	RGS4-Gao reg	Bim-Bfl-1	Mcl1 Noxa PPI
COc1ccccc1CNC(=O)CSc1ccc(-c2ccccn2)nn1	-7	0	-4	100	-1	105	1	-4	100	-2	4
Cc1ccc(S(=O)(=O)N(CCC(=O)O)Cc2ccc(Cl)cc2)cc1	16	0	-9	97	-8	103	0	-29	99	-12	14
CCOC(=O)N1CCN(C(=O)c2cccc(NS(=O)(=O)c3ccc(F)c(F)c3)c2)CC1	-11	-6	-10	98	-4	104	-8	-11	102	-2	6
O=C(/C=C/c1ccccc1)NC1CC2CCCC(C1)N2Cc1ccccc1 (configuration not stated)	-11	·	·	?	·	100	·	·	107	·	2
O=C(O)/C=C\c1cn(-c2ccccc2)nc1-c1cc2ccccc2o1	-20	0	-2	?	-5	103	1	-5	103	-6	8
